WT yeast gro inh = growth inhibition of WT yeast, mitochondrial fusion screen | inhibition, % at 10 µM | AID 1362 | hit rate 2.1% among 190,000 | mitochondrial fusion phenotypic screen, WT strain; in the data active = inhibition above about 58%; tested in S. cerevisiae
RSV antiviral HEp-2 = inhibition of RSV-induced cytopathic effect – HEp-2 cells, primary 10 µM value included (AID 2391); HEp-2 cells, RSV-induced CPE inhibition; higher % means a stronger effect; CPE inhibition, % at 10 µM, or IC50 in µM where a hit was titrated; hit rate 0.13% among 310,000; in the data active = a potency from the dose series; note: strong numbers were not always called active
GPR35 arrestin U2OS = inhibition of zaprinast-stimulated GPR35 beta-arrestin translocation – imaging, U2OS, beta-arrestin-GFP, zaprinast agonist, primary screen (AID 2058); U2OS GPR35 beta-arrestin-GFP translocation imaging, zaprinast antagonism; higher % means a stronger effect; inhibition, % at 10 µM; hits with a dose series show IC50 in µM; hit rate 0.052% among 290,000;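 active = inhibition of at least 50% with at least 30 cells and total cytoplasm GFP at most 10,000,000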
UTI89 phage lysis = inhibition of K1F phage lysis, E. coli UTI89, bacterial capsule biogenesis inhibitors, alamar blue (AID 488966); inhibition, % at 100 µM; hits with a dose series show IC50 in µM; hit rate 0.02% among 340,000; E. coli UTI89 K1F phage lysis, alamar blue, 2 h; higher % means a stronger effect;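 active = phage lysis inhibition, versus mean bacterial control, above a set limit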;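 note: capsule biogenesis inhibitors block K1F phage lysis so surviving cells raise fluorescence; higher fluorescence means more inhibition of phage lysis; actives were called in the ten point dose series up to 300 µM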
Autophagy mod = autophagy modulation, high-content screen; MEF GFP-LC3 puncta imaging; test concentration mostly 10 µM; calls only at 10 µM (by protocol); hit rate 0.98% among 190,000;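 active = percentage of spot-positive cells more than 3 SD above its plate mean, without a fluorescence outlier flag or 80% toxicity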;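 note: spot-positive cell cutoff set from DMSO-treated cells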
Dengue-2 NS5 capping = flavivirus cap methylation enzyme inhibition – biochemical, confirmation dose response, primary screen (AID 588689); Dengue-2 NS5 methyltransferase capping enzyme assay, biochemical; higher % means a stronger effect; inhibition, % at 25 µM; hits with a dose series show IC50 in µM; hit rate 0.3% among 340,000; in the data active = a potency from the dose series
NTR1 agonist = NTR1-driven beta-arrestin-GFP spot formation – imaging, U2OS cells, high content, primary screen (AID 493036); activation, % at 20 µM; P30989; agonist mode; hit rate 0.17% among 330,000;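 active = activation at or above 40% of the spot to cytoplasm intensity ratio, with at least 20 cells analyzed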;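 note: 0% = DMSO without peptide and 100% = 100 nM NTR1 peptide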
Target sequence (P30989 whole entry, looked up): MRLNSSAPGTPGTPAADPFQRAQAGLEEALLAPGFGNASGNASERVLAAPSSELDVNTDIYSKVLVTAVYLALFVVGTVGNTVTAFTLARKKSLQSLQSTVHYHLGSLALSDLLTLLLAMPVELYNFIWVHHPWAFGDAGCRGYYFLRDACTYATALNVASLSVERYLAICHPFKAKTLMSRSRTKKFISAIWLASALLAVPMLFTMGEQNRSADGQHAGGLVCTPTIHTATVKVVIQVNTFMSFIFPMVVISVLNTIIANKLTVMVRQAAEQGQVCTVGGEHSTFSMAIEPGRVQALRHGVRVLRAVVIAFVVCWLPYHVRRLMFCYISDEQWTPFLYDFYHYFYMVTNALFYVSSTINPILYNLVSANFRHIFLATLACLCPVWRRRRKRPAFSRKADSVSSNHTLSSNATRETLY
AID2073 = disruptors of CaV2.2 binding to Mint1 – biochemical, HTRF (AID 2073). HTRF protein-protein interaction, Mint1-CaV2.2; higher % means a stronger effect. inhibition, % at 20 µM; hits with a dose series show IC50 in µM. hit rate 0.19% among 290,000; in the data active = inhibition mostly above about 51%, no sharp cut-off; note: some results filed as inactive read as strong as hits
LYP phosphatase = PTPN22 lymphoid phosphatase activity blockers – biochemical, fluorescence intensity, uHTS (AID 1779); recombinant LYP phosphatase, fluorescence intensity; higher % means a stronger effect; inhibition, % at 11.5 µM; hits with a dose series show IC50 in µM; hit rate 0.054% among 290,000; in the data active = inhibition above about 50%;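 note: plate controls were vehicle with enzyme for no effect and no enzyme for full effect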
WT yeast gro inh mutant strain = further read-out of WT yeast gro inh, marked with its call; inhibition, %; mitochondrial fusion phenotypic screen, mutant strain inhibition
Autophagy mod cell loss 18 h = second read-out of Autophagy mod, no call of its own (marks repeat the call); toxicity, %; measured here: cell loss, nuclei count;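 cell loss after 18 h compound exposure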
NTR1 agonist cell count 20 µM = also measured in NTR1 agonist; calls as there; cell count; measured here: cell count, cytotoxicity flag
Dengue-2 NS5 capping pilot replicate = further read-out of Dengue-2 NS5 capping, marked with its call; inhibition, %; measured here: pilot screen replicate inhibition
* marks the source's active call; other numbers are inactive results; i = inactive; x = no result given; + = active, no number; [ ] = dose if it differs, or a comment. No enrichment for hits; any-hit rate near 2.6%.

SMILES	WT yeast gro inh	WT yeast gro inh mutant strain	RSV antiviral HEp-2	GPR35 arrestin U2OS	UTI89 phage lysis	Autophagy mod	Autophagy mod cell loss 18 h	Dengue-2 NS5 capping	NTR1 agonist	NTR1 agonist cell count 20 µM	AID2073	LYP phosphatase	others
O=c1[nH]c2ccccc2nc1-c1c[nH]c2ccccc12	x	x	5.8%	4%	0.1%	x	x	-1%	8.7	91	19%	-6%
CCOC(=O)C1CCCN(S(=O)(=O)c2ccc(S(N)(=O)=O)cc2)C1 (centres undefined)	-22	9	6.8%	0%	-3.2%	i	-1	-5%	-0.4	38	-2%	-8%
COc1ccccc1-c1nc(C#N)c(N2CCCCCC2)o1	21	21	11%	9%	0.2%	i	-3	6%	4.0	69	3%	-20%
COc1ccc(Nc2nnc(C)c3ccccc23)cc1C(N)=O	6	10	0.8%	4%	-0.8%	i	7	-6%	-0.3	68	-2%	-2%
Cc1ccc(S(=O)(=O)N2CCC(=O)N(CCOCc3cccc(F)c3)CC2)cc1	6	-31	-0.8%	0%	0.2%	i	-5	4%	-2.9	109	0%	-2%
O=C(Nc1ccc(S(=O)(=O)Nc2nccs2)cc1)C1CC(=O)N(c2ccc(Cl)cc2)C1 (centres undefined)	x	x	1.1%	-3%	-0.1%	x	x	-5%	-1.2	45	6%	-6%
CCn1c(-c2cc(C3CC3)nc3ccccc23)n[nH]c1=S	7	-13	1.5%	-18%	1.6%	i	-6	-11%	-1.2	40	-14%	-2%
O=C(O)c1cccc2c1C(=O)N(Cc1ccncc1)C2	11	8	2.7%	10%	-0.1%	x	x	-7%	-1.2	76	-6%	-13%
O=C(CSc1nnc(-c2ccccc2)n1-c1ccc(Cl)cc1)NC1CCS(=O)(=O)C1 (centres undefined)	-11	27	1.7%	-1%	4.2%	i	20	-4%	-0.8	67	-7%	-6%
Cc1ccc(N2C(=O)C(Cl)=C(N3CCOCC3)C2=O)c(C)c1	x	x	3.6%	8%	-0.2%	x	x	6%	1.0	51	6%	-7%
CCN(CC)CCNC(=O)CS(=O)Cc1nc(-c2ccccc2Cl)oc1C (centres undefined)	-10	0	2.5%	2%	-0.1%	i	8	-7%	1.0	61	-6%	-2%
O=C(Nc1ccc2oc(-c3ccncc3)nc2c1)c1ccc2c(c1)OCO2	x	x	2.6%	-6%	-0.1%	x	x	-5%	3.3	59	27%	-14%
COc1ccc(C(NC(=O)CNC(C)=O)C(=O)Nc2ccc(C(C)C)cc2)cc1 (centres undefined)	0	25	0.5%	5%	2.1%	i	3	4%	-0.6	74	2%	-5%
O=c1c2c3c(sc2ncn1/N=C/c1ccncc1)CCCC3	0	20	2.0%	-4%	0.1%	i	-1	4%	1.4	59	5%	-1%
O=C(CCC1COc2ccccc2O1)Nc1cccnc1 (centres undefined)	-6	7	0.2%	11%	-0.5%	i	-11	5%	0.8	80	21%	-6%	Dengue-2 NS5 capping pilot replicate=-3.6
Cc1cccc(OCC(=O)Nc2ccc3c(c2)OCO3)c1C	2	-10	0.9%	-6%	2.5%	i	8	-1%	-0.6	77	-2%	-5%
O=C(N/N=C/c1c(Cl)nc2ccccn2c1=O)c1cccnc1	x	x	2.2%	-7%	-0.2%	x	x	-5%	1.3	54	-4%	-1%
Fc1ccccc1OCCCCCN1CCCC1	13	0	5.9%	4%	3.5%	i	-1	1%	-1.1	44	3%	4%
CCOc1ccc(NC(=O)CCn2nc(C)c(S(=O)(=O)N3CCCCC3)c2C)cc1	x	x	1.8%	7%	0.0%	x	x	-6%	0.8	61	-2%	-6%
CCCn1c(=O)[nH]c(=O)c2c1nc(-c1ccc(OC(F)(F)C(F)C(F)(F)F)cc1)n2CCOC (centres undefined)	-3	-8	-0.8%	9%	0.5%	i	3	1%	7.5	48	-2%	2%
COc1ccc(C(=O)c2ccc(OC)cc2OC)cc1	x	x	-0.1%	0%	0.5%	x	x	-5%	0.9	53	-6%	-3%
O=C1CN(S(=O)(=O)c2cc(C(F)(F)F)ccc2Cl)CCN1	x	x	0.0%	x	-1.4%	x	x	-7%	1.3	51	x	x
COc1cc(NC(=O)c2cc3nc(C4CC4)cc(C(F)(F)F)n3n2)c(OC)cc1Cl	9	3	2.4%	-8%	-1.0%	i	13	3%	4.7	66	24%	-4%
Cc1nn(CC(=O)c2cccc(Cl)c2)c(C)c1[N+](=O)[O-]	16	10	0.9%	8%	0.2%	i	16	-4%	-1.6	115	6%	0%
Cn1c(C(=O)N2CCN(c3ccccn3)CC2)cc2ccccc21	x	x	12%	-1%	0.8%	x	x	2%	1.0	73	4%	0%

Reprinted at random: 6 entries already listed, in no set order.
SMILES	WT yeast gro inh	WT yeast gro inh mutant strain	RSV antiviral HEp-2	GPR35 arrestin U2OS	UTI89 phage lysis	Autophagy mod	Autophagy mod cell loss 18 h	Dengue-2 NS5 capping	NTR1 agonist	NTR1 agonist cell count 20 µM	AID2073	LYP phosphatase	others
O=c1[nH]c2ccccc2nc1-c1c[nH]c2ccccc12	x	x	5.8%	4%	0.1%	x	x	-1%	8.7	91	19%	-6%
Cc1nn(CC(=O)c2cccc(Cl)c2)c(C)c1[N+](=O)[O-]	16	10	0.9%	8%	0.2%	i	16	-4%	-1.6	115	6%	0%
CCOC(=O)C1CCCN(S(=O)(=O)c2ccc(S(N)(=O)=O)cc2)C1 (centres undefined)	-22	9	6.8%	0%	-3.2%	i	-1	-5%	-0.4	38	-2%	-8%
Cn1c(C(=O)N2CCN(c3ccccn3)CC2)cc2ccccc21	x	x	12%	-1%	0.8%	x	x	2%	1.0	73	4%	0%
O=c1c2c3c(sc2ncn1/N=C/c1ccncc1)CCCC3	0	20	2.0%	-4%	0.1%	i	-1	4%	1.4	59	5%	-1%
CCN(CC)CCNC(=O)CS(=O)Cc1nc(-c2ccccc2Cl)oc1C (centres undefined)	-10	0	2.5%	2%	-0.1%	i	8	-7%	1.0	61	-6%	-2%

The results go on.
SMILES	WT yeast gro inh	WT yeast gro inh mutant strain	RSV antiviral HEp-2	GPR35 arrestin U2OS	UTI89 phage lysis	Autophagy mod	Autophagy mod cell loss 18 h	Dengue-2 NS5 capping	NTR1 agonist	NTR1 agonist cell count 20 µM	AID2073	LYP phosphatase	others
Cc1ccc(-c2ccc(/C=N/c3ncn[nH]3)o2)cc1Cl	-6	-22	3.4%	-10%	1.7%	i	-12	2%	-0.4	28	0%	-1%
CCn1cnc2cc(NS(=O)(=O)c3ccc(C)cc3)ccc21	4	5	1.2%	19%	0.9%	i	34	-2%	1.8	41	-2%	-8%
COc1ccccc1N1C(=O)CC(Nc2ccc(N3CCOCC3)cc2)C1=O (centres undefined)	1	5	0.8%	11%	3.2%	i	-6	10%	-1.9	47	-50%	9%
CCC1CN(C(=O)N2CCC(C(=O)NCCc3ccccc3)CC2)c2ccccc2O1 (centres undefined)	x	x	2.0%	3%	0.1%	x	x	-4%	2.0	60	6%	1%
CN1CCN(c2nc3c(c(=O)[nH]c(=O)n3C)n2CCSc2nc3ccccc3s2)CC1	13	3	-0.4%	-8%	2.7%	x	x	0%	1.3	65	17%	-8%
O=C(Nc1ccc(O)c(C(=O)O)c1)Oc1ccccc1	x	x	-0.3%	-4%	0.0%	x	x	14%	-0.2	61	27%	-3%
COC(C[C@@H](O)CC(=O)[C@@H](C)OCc1ccccc1)OC	x	x	x	0%	1.3%	x	x	-1%	-1.7	102	-6%	-15%
CC(C)CC(c1nnnn1CC1CCCO1)N1CCN(C2CCCC2)CC1 (centres undefined)	2	-8	x	6%	0.4%	i	19	-7%	x	x	-4%	1%
O=C(c1ccccc1F)N1CCN(c2ccc([N+](=O)[O-])c(NCC3CCCO3)c2)CC1 (centres undefined)	-1	2	6.1%	-19%	-0.2%	i	16	-6%	3.4	71	1%	1%
CC(C)(O)C1=NOC(c2ccccc2)C1 (centres undefined)	3	-11	-1.1%	-10%	0.2%	i	-3	-5%	-1.8	57	-3%	6%	Dengue-2 NS5 capping pilot replicate=-6.7
Cc1cccc(N2C(=O)CCC2=O)n1	7	-24	0.1%	-6%	0.0%	i	7	-4%	4.4	59	-3%	-9%
COc1ccccc1NC(=O)C(C)OC(=O)c1cc2ccccc2[nH]1 (centres undefined)	x	x	1.5%	x	0.1%	x	x	-2%	-1.2	50	x	x
O=C(NC1CCCCC1)c1ccc(CS(=O)Cc2ccccc2Cl)o1 (centres undefined)	x	x	2.4%	7%	0.1%	x	x	-3%	1.5	61	6%	-7%
Cc1ccc2c(c1)c(CC(=O)Nc1ccc(C)c(F)c1)c(C(=O)O)n2C	-10	8	5.2%	-14%	-2.5%	i	-6	3%	0.5	43	9%	0%
O=C(c1ccccc1)N1CCC(=O)N1c1ccccc1	-16	13	2.7%	-6%	2.8%[50 µM]	i	-14	-3%	-0.6	61	-10%	-8%
O=C(Nc1cc(Cl)cc(Cl)c1)C1CC(=O)N(C2CCCC2)C1 (centres undefined)	x	x	9.1%	x	-0.9%[50 µM]	x	x	1%	2.4	69	x	x
O=C(CSc1oc(-c2cccs2)nc1S(=O)(=O)c1ccc(F)cc1)NCC1CCCO1 (centres undefined)	2	-36	0.0%	-6%	4.7%	i	8	-6%	-1.0	63	-2%	-4%
COc1ccccc1COCC(O)CNCCc1ccc(C(F)(F)F)cc1 (centres undefined)	x	x	-3.5%	-7%	-0.2%	x	x	-1%	3.4	77	3%	-7%
Cc1ccccc1NC(=S)NCc1ccco1	-12	3	1.0%	0%	3.7%	i	-4	-9%	1.4	39	0%	-10%
Cc1oc2c(c(=O)c1C)C(=O)CC(c1ccccc1)C2 (centres undefined)	2	-4	2.8%	9%	0.6%	i	16	1%	1.5	38	0%	-2%
O=C(Nc1ccc2ccccc2c1)C(c1ccccc1)C1CCCC1 (centres undefined)	54	8	21%	6%	0.3%	i	17	-13%	-0.8	83	4%	-6%
Cc1cc(C)nc(/N=C(\N)Nc2ccc(S(=O)(=O)O)cc2)n1	18	20	x	-5%	x	i	-3	x	-1.0	95	3%	-1%
CCc1ccc(C2NC(c3ccc(CC)cc3)C([N+](=O)[O-])C(C)(C)C2[N+](=O)[O-])cc1 (centres undefined)	4	-16	4.0%	13%	1.0%[50 µM]	i	0	-1%	0.5	53	4%	0%
Cc1ccc(S(=O)(=O)NCC2CCC(C(=O)NCc3ccc4c(c3)OCO4)CC2)cc1 (centres undefined)	8	5	-1.1%	5%	-0.2%	i	-10	-7%	0.3	37	0%	-1%
O=C(O)CSCCC(=O)Nc1ccc(F)cc1	0	-5	0.6%	-4%	2.2%	+	-7.5*	-2%	2.5	72	-4%	-4%
Fc1ccc(-n2nnc(-c3ccnc4ccccc34)n2)cc1	8	20	15%	-13%	1.2%	i	14	4%	-0.6	98	6%	-8%

Source: PubChem (several laboratories)
